Screening results: PubChem, National Center for Advancing Translational Sciences (NCATS)
IkB signaling = IkB Signaling; ABC-DLBCL IkBa-CBG/CBR dual luciferase ratio, 4 h; response scale: scaled: untreated 0%, proteasome inhibitor 100%; Potency, µM (top dose mostly 57.1 µM), for inactives: at the top dose IkBa stabilization activation; 0.04% of 110,000 active; AID 445, 2006; active = well fitted curve in the direction sought with a large enough effect in the signal ratio, not every such curve was filed as active; inconclusive = small, poorly fitted or top-dose-only effect, or a change in a side signal; the % refers to the signal ratio;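 note: the direction sought is a rising ratio; 0% = basal untreated cells and 100% = reference inhibitor full response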
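Luminescence ratio of IκBα-fused green versus native red beetle luciferase in OCI-Ly3 cells, 4 h post-doxycycline with compound; red signal alone, scaled from basal (0%) to zero light (-100%), flagged nonspecific or cytotoxic effects.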
Peg3 imprint = qHTS Assay for Compounds that Induce Erasure of Genomic Imprints; 0.02% of 110,000 active; Potency, µM (titrated, usually from 60.7 µM), for the others: top-dose activity change, positive = activation, usual class: activators; mouse ES Peg3-LacZ reporter, beta-gal luminescence, 40 h;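 note: 0% = negative control wells on the plate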
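Imprint erasure is scored as LacZ activity from the silenced maternal Peg3 allele in feeder-free female ES cells cultured 40 h with LIF. Luminescence is normalized to in-plate negative controls and fitted to the Hill equation.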
p53ts 32C tox = qHTS Screen for Compounds that Selectively Target Cancer Cells with p53 Mutations: Cytotoxicity of p53ts Cells at the Permissive Temperature; H1299-p53A138V at 32C, ATP luminescence viability, 24 h; Potency, µM (top dose mostly 46.1 µM), for the others: at the top dose activity change, negative = cytotoxicity, most hits filed as cytotoxic; AID 924, 2007; 0.93% of 130,000 active;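 note: 0% = DMSO and -100% = full killing by reference compound; nearly all actives have a fitted effect of over 55% in size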
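ATP-content luminescence (ATPlite) read-out after 24 h compound exposure at 32C in H1299-p53A138V cells (600/well). Tested up to 46 uM. Normalized to DMSO (0%) and 100 uM tamoxifen (100% killing); Hill-fit AC50.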
p53ts 39C tox = qHTS Screen for Compounds that Selectively Target Cancer Cells with p53 Mutations: Cytotoxicity of p53ts Cells at the Nonpermissive Temperature; 1.5% of 130,000 active; H1299-p53A138V viability at 39C, ATP luminescence, 24 h; Potency, µM (top dose mostly 46.1 µM), for inactives: at the top dose activity change, negative = cell killing, hits mostly cytotoxic; AID 902, 2007; note: nearly all actives have a fitted effect of over 55% in size
Numbers without * were called inactive; [ ] = another dose, or the depositor's remark. Unless noted, calls come from the whole dose curve; as a rule, active = well fitted curve in the direction sought with a large enough effect; inconclusive = small, poorly fitted or top-dose-only effect, or another doubt; inactive = no such curve, though single readings can be large; an effect the other way counts as inactive or inconclusive. Unless noted, % is set by controls: 0 for no effect and ±100 for the full control effect; potency is the fitted concentration of half-maximal effect.

For CCC(C(=O)NCCN1CCN(C)CC1)n1c(C)c2cnn(-c3ccccc3)c(=O)c2c1C (stereo unspecified) the results were p53ts 32C tox 2% and p53ts 39C tox 5%.
Screening Cc1cc(C)c(NC(=O)Nc2ccc3snnc3c2)c(C)c1 returned IkB signaling -1.6%, Peg3 imprint -8%[10.9 µM], p53ts 32C tox -7% and p53ts 39C tox -10%.
Screening CC1CCN(S(=O)(=O)c2ccc(S(=O)(=O)NCC3COCCO3)cc2)CC1 (stereo unspecified) returned IkB signaling 0.0%, Peg3 imprint 0%, p53ts 32C tox 0% and p53ts 39C tox -4%.
CCCN(C(=O)c1noc2c1COc1ccc(C)cc1-2)c1ccc(Cl)c(Cl)c1 was read as IkB signaling -0.1%, Peg3 imprint 18%[10.9 µM], p53ts 32C tox 10% and p53ts 39C tox inconclusive.
`CCOc1ccc(NC(=O)C2CC=CCC2C(=O)O)cc1` (stereo unspecified) gave IkB signaling 5.3%, Peg3 imprint -17%, p53ts 32C tox 4% and p53ts 39C tox 19%.
Screening CCOC(=O)N1CCN(C(=O)COc2ccccc2OC)CC1 returned IkB signaling -1.1%, Peg3 imprint 2%, p53ts 32C tox 3% and p53ts 39C tox -2%.
`COc1ccc(-n2c(Cc3cccn3C)nnc2SCC(=O)Nc2cccc(C)c2C)cc1` gave IkB signaling 1.5%, Peg3 imprint -16%, p53ts 32C tox 4% and p53ts 39C tox 9%.
For CCOC(=O)c1[nH]c(CSc2nnc(-c3ccc(OC)cc3)o2)c(C(=O)OCC)c1C the results were IkB signaling 0.4%, Peg3 imprint -11%, p53ts 32C tox -15% and p53ts 39C tox -8%.
`O=c1c2cc(N3CCOCC3)ccc2[nH]c(=S)n1CCCN1CCCC1` gave IkB signaling 2.6%, Peg3 imprint 8%, p53ts 32C tox -1% and p53ts 39C tox 3%.
`Cc1ccccc1N1CC(c2nc3ccccc3n2Cc2ccc(Br)cc2)CC1=O` (stereo unspecified) gave IkB signaling 1.4%, Peg3 imprint -1%[10.9 µM], p53ts 32C tox 3% and p53ts 39C tox 17%.
`CCN(CC)S(=O)(=O)c1ccc2oc(SCc3ccc(F)cc3)nc2c1` gave IkB signaling inconclusive, Peg3 imprint -20%, p53ts 32C tox -9% and p53ts 39C tox -7%.
For COc1ccc(NC(=O)N2CCC3(CC2)CCN(C(=O)c2cc(C(F)(F)F)cc(C(F)(F)F)c2)CC3)cc1 the results were IkB signaling 0.6%[11.4 µM], p53ts 32C tox 4% and p53ts 39C tox -8%.
`Cc1oc(-c2ccccc2F)nc1CS(=O)(=O)CC(=O)NCc1ccco1` gave IkB signaling 0.5%, Peg3 imprint -13%, p53ts 32C tox 3% and p53ts 39C tox 6%.
Screening Cc1cc(C(=O)NCc2ccc3c(c2)OCO3)n(-c2ccccc2)n1 returned IkB signaling 0.2%, Peg3 imprint -12%, p53ts 32C tox -1% and p53ts 39C tox -16%.
Cc1ccc(/C=C/c2onc(C)c2S(=O)(=O)N2CCC(C(=O)Nc3cc(C)ccc3C)CC2)cc1 was read as IkB signaling 0.9%, Peg3 imprint -12%[10.9 µM], p53ts 32C tox 4% and p53ts 39C tox 5%.
For COc1ccc(N(C)C(=O)Cn2cnc3sc(C)c(S(=O)(=O)N4CCN(c5ncccn5)CC4)c3c2=O)cc1 the results were IkB signaling -0.9%, Peg3 imprint -10%[10.9 µM], p53ts 32C tox 10% and p53ts 39C tox 18%.
Screening CCOC(=O)c1c(NC(=O)COc2ccc(OC)cc2)sc(C(=O)N(CC)CC)c1C returned IkB signaling inconclusive, Peg3 imprint -15%[10.9 µM], p53ts 32C tox 49%[activator] and p53ts 39C tox 30%.
`CCc1ccc(NC(=O)Nc2nnc(N(C)C3CCCCC3)s2)cc1` gave IkB signaling 1.8%, Peg3 imprint -7%[10.9 µM], p53ts 32C tox -9% and p53ts 39C tox -21%.
CN1CCc2c(sc3c2C(=O)NC(c2ccco2)N3)C1 (stereo unspecified) was read as IkB signaling 1.1%, Peg3 imprint 10%, p53ts 32C tox -17% and p53ts 39C tox -10%.
Screening Cc1ccccc1OCC(=O)Nc1cc(-c2cccc(Br)c2)nn1-c1ccccc1 returned IkB signaling 0.2%, Peg3 imprint -10%[10.9 µM], p53ts 32C tox -3% and p53ts 39C tox -7%.
O=c1c(CN2CCN(Cc3ccccc3)CC2)coc2ccc(Cl)cc12 was read as IkB signaling -0.2%, Peg3 imprint -30%[inhibitor], p53ts 32C tox -8% and p53ts 39C tox -1%.
`Cc1ccsc1CN(Cc1ccco1)c1cnc(S(C)(=O)=O)nc1C(=O)Nc1ccc(Cl)cc1` gave IkB signaling 1.0%, Peg3 imprint -14%[10.9 µM], p53ts 32C tox 14% and p53ts 39C tox -23%.
`Cn1c(=O)[nH]c(=O)c2c1nc(CN(Cc1ccccc1)Cc1ccccc1)n2CCN1CCOCC1` gave IkB signaling 0.2%, Peg3 imprint -2%, p53ts 32C tox 1% and p53ts 39C tox -11%.
COc1ccc(Cl)cc1C(=O)Nc1sc2c(c1C(=O)OC(C)C)CCCC2 was read as IkB signaling 0.8%, Peg3 imprint -9%[10.9 µM], p53ts 32C tox -10% and p53ts 39C tox 11%.
`CCOC(=O)c1noc2ncn(CC(=O)Nc3cccc(C(F)(F)F)c3)c(=O)c12` gave IkB signaling 1.2%, Peg3 imprint -13%[10.9 µM], p53ts 32C tox 1% and p53ts 39C tox 1%.
CCCCCn1c(=O)[nH]c2cc(C(=O)Nc3ccc(F)c(F)c3)ccc2c1=O was read as IkB signaling -4.2%, Peg3 imprint 8%[10.9 µM], p53ts 32C tox 8% and p53ts 39C tox 23%.
`COc1ccc(OC)c(CNc2nc3ccc(C)cc3n3nnnc23)c1` gave IkB signaling -0.5%, Peg3 imprint -7%[10.9 µM], p53ts 32C tox 6% and p53ts 39C tox -7%.
CCn1c(Cn2nnc(-c3ccccc3)n2)nnc1SCC(=O)Nc1ccc(N(C)C)cc1 was read as IkB signaling 1.2%, Peg3 imprint -3%, p53ts 32C tox -6% and p53ts 39C tox -2%.
Screening CCOc1ccc(C(=O)NCc2ccc3c(c2)CCN3C(=O)c2ccc(C)cc2)cc1OCC returned IkB signaling -5.3%, Peg3 imprint 7%[10.9 µM], p53ts 32C tox 12% and p53ts 39C tox -12%.
`O=C(NC(Cc1ccccc1)C(=O)O)OCc1ccccc1` (stereo unspecified) gave IkB signaling 1.5%, Peg3 imprint -4%, p53ts 32C tox 21% and p53ts 39C tox -1%.
For CCOC(=O)N1CCN(Cc2nc3cc(NC(=O)c4ccccc4Cl)ccc3n2C(C)C)CC1 the results were IkB signaling 0.8%, Peg3 imprint -28%[10.9 µM], p53ts 32C tox inconclusive and p53ts 39C tox -13%.
Screening Cc1cccc(CS(=O)(=O)Cc2ccc(C(=O)NCCCN3CCOCC3)o2)c1 returned IkB signaling -0.7%, Peg3 imprint 3%, p53ts 32C tox -3% and p53ts 39C tox -14%.
CCOCc1cc(C)[nH]c(=O)c1C#N was read as IkB signaling -0.5%, Peg3 imprint -7%, p53ts 32C tox -2% and p53ts 39C tox 21%.
Screening O=C(CCn1c(=O)oc2ccccc21)N1CCN(C(c2ccccc2)c2ccccc2)CC1 returned IkB signaling inconclusive, Peg3 imprint -20%, p53ts 32C tox 19% and p53ts 39C tox 0%.
CCC(Sc1nc2c(sc3ccccc32)c(=O)n1CCc1ccc(OC)c(OC)c1)C(=O)N(CC)CC (stereo unspecified) was read as IkB signaling inconclusive, Peg3 imprint -13%[10.9 µM], p53ts 32C tox 13% and p53ts 39C tox 5%.
`Cc1cc2c3c(c1)C1(C(=O)N3C(C)(C)CC2C)C(C#N)=C(N)Oc2cc(O)ccc21` (stereo unspecified) gave IkB signaling inconclusive, Peg3 imprint -18%, p53ts 32C tox 21% and p53ts 39C tox 7%.
Screening CCOc1ccc(NC2=NCCC(=O)N2Cc2cccs2)cc1 returned IkB signaling 2.3%, p53ts 32C tox 2% and p53ts 39C tox -9%.
For CCOc1ccc(Cc2nc(N)nc(N)n2)cc1 the results were p53ts 32C tox -13% and p53ts 39C tox 6%.
`O=C(O)C1C2C=CC3(O2)C1C(=O)N1c2ccccc2C2OCCC2C13` (stereo unspecified) gave IkB signaling -1.0%, Peg3 imprint 4%, p53ts 32C tox 10% and p53ts 39C tox 1%.
O=C(CCCn1c(=O)c2sccc2n(Cc2ccc(Cl)cc2)c1=O)NCc1ccc2c(c1)OCO2 was read as IkB signaling inconclusive, Peg3 imprint -10%[10.9 µM], p53ts 32C tox -6% and p53ts 39C tox -8%.
For COC(=O)CNC(=O)C1CCN(c2nc(C)cc(C)n2)CC1 the results were IkB signaling -0.5%, Peg3 imprint 6%, p53ts 32C tox 26% and p53ts 39C tox -3%.
`CCOc1ccc(C2CC(c3cccc(OC)c3)Nc3ncnn32)cc1` (stereo unspecified) gave IkB signaling 3.3%, Peg3 imprint -9%, p53ts 32C tox 6% and p53ts 39C tox -3%.
COc1ccc(CCNC(=O)C2CCN(Cc3nc(-c4cccc(Cl)c4)oc3C)CC2)cc1OC was read as IkB signaling inconclusive, Peg3 imprint -13%, p53ts 32C tox -9% and p53ts 39C tox 7%.
`O=C(CC(=O)N1CCN(c2ccccn2)CC1)Nc1ccc2nc3n(c(=O)c2c1)CCCCC3` gave IkB signaling -0.2%, Peg3 imprint -13%, p53ts 32C tox -7% and p53ts 39C tox -3%.
Cc1ccc(CNC(=O)CN2C(=O)C3(SCC(=O)N3c3ccc(F)c(F)c3)c3ccccc32)cc1 (stereo unspecified) was read as IkB signaling inconclusive, Peg3 imprint -12%[10.9 µM], p53ts 32C tox 1% and p53ts 39C tox 15%.
`CC(C)NC(=O)N1CC2(CCN(C(=O)c3cccn3C)CC2)C1` gave IkB signaling 2.1%[11.4 µM], p53ts 32C tox 0% and p53ts 39C tox 0%.
`COc1ccc(N2CCN(c3cc(C)nc4nncn34)CC2)cc1` gave IkB signaling -0.4%, Peg3 imprint -11%[10.9 µM], p53ts 32C tox 7% and p53ts 39C tox -5%.
For COc1ccc(NC(=O)Cn2nc(C)c3c(C)n(-c4ccccc4)nc3c2=O)cc1OC the results were IkB signaling inconclusive, Peg3 imprint 11%[10.9 µM], p53ts 32C tox -2% and p53ts 39C tox 28%.
Screening COc1ccc(Oc2cn[nH]c2-c2ccc(O)cc2O)cc1 returned IkB signaling 5.0%, Peg3 imprint 4%, p53ts 32C tox 31%[activator] and p53ts 39C tox 2%.
Screening CC(=O)Nc1cccc(NC(=O)CSc2cn(CC(=O)N3CCCC3)c3ccccc23)c1 returned IkB signaling 0.4%, Peg3 imprint -12%[10.9 µM], p53ts 32C tox -3% and p53ts 39C tox 10%.
